Bioassay records as filed in PubChem BioAssay.
NCOA1 inh = SRC1 coactivator transcriptional activity inhibitors, primary screen, cell-based, luminescence | Nuclear receptor coactivator 1 (Homo sapiens), Q15788 | HEK293 GAL4-SRC1 luciferase reporter | inhibition, % at 3.6 µM | 360,000 compounds, 0.12% hits;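 active = inhibition above the campaign mean plus 3 SD, with each screening campaign given its own cutoff, cut at about 60% in these data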;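 also: 0% = DMSO treated cells and 100% = gossypol at 36 µM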
COUP-TFII inh = NR2F2 transcriptional activity inhibitors, primary screen, cell-based, luciferase reporter, HEK293T, luminescence. AID 686940, 2013. inhibition, % at 8.6 µM. 370,000 compounds, 0.7% hits. HEK293T NGFI-A luciferase reporter;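 active = inhibition above a per-plate cutoff, mean inhibition of test wells between control levels plus 3 SD, cut at about 38% in these data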;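 also: cells cotransfected with COUP-TFII expression vector driving the NGFI-A reporter; 0% = median of COUP-TF2 test wells and 100% = reporter-only cells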
TROY signal inh = inhibitors of TROY-driven NF-kB signaling, primary screen, Q293 LMP1-TROYcd cells, NF-kB luciferase, uHTS; Q293 LMP1-TROYcd NF-kB luciferase reporter, 4 h; inhibition, % at 10 µM; 360,000 compounds, 0.98% hits;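 active = compounds whose plate-normalised and pattern-corrected inhibition of the luciferase reporter signal at the single screening dose is 50% or more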
NOD2 RIPK2 PPI = NOD2-RIPK2 binding disruptors in cells, primary screen, fluorescence, CHO cells, BLA complementation; inhibition, % at 4.98 µM; 360,000 compounds, 0.38% hits; CCF4 ratio; AID 624267, 2012; Receptor-interacting serine/threonine-protein kinase 2 (Homo sapiens), O43353; in the data active = inhibition above about 21%;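 also: 0% = vehicle only and 100% = reference blocker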
EBV LMP1 NFkB = EBV LMP1-driven NF-kappaB luciferase reporter inhibitors, primary screen, cell-based, luminescence, single point; LMP1-induced NF-kappaB luciferase reporter cells; AID 504558, 2011; inhibition, % at 12.5 µM; 350,000 compounds, 0.69% hits; in the data active = inhibition above about 41%;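 also: 0% = neutral control wells and 100% = reference inhibitor control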
NCOA3 inh = SRC3 coactivator transcriptional activity inhibitors, primary screen, cell-based, luminescence; inhibition, % at 3.6 µM; 360,000 compounds, 0.17% hits; HEK293 GAL4-SRC3 luciferase reporter; Nuclear receptor coactivator 3 (Homo sapiens), Q9Y6Q9; AID 588352, 2011;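 active = inhibition above a per-campaign cutoff, the mean of all compounds plus 3 SD, cut at about 60% in these data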;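 also: 0% = DMSO-treated cells and 100% = gossypol-treated cells at 36 µM; higher means less SRC3-driven luciferase light from the GAL4 reporter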
TWEAK-Fn14 inh = inhibitors of TWEAK-Fn14 signaling, primary screen, luciferase reporter cells, uHTS; TWEAK-stimulated Fn14 reporter cells, luciferase luminescence, 8 h; inhibition, % at 10 µM; 360,000 compounds, 2% hits; in the data active = inhibition above about 50%
LRH-1 inv ag = LRH-1 (NR5A2) inverse agonists, primary screen, cell-based, luminescence, HEK293T, StAR-luciferase reporter; AID 602396, 2012; inhibition, % at 3.6 µM; LRH-1 transfected, 24 h; Nuclear receptor subfamily 5 group A member 2 (Homo sapiens), O00482; 360,000 compounds, 0.13% hits;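 active = inhibition above the mean inhibition of all tested compounds plus 3 SD, cut at about 73% in these data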;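 also: 0% = DMSO wells and 100% = reporter-only cells lacking LRH-1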
TLR9-MyD88 inh = inhibitors of TLR9-MyD88 association in cells, primary screen, cell-based, CHO, BLA complementation, fluorescence | CCF4 FRET ratio | inhibition, % at 4.98 µM | 340,000 compounds, 0.21% hits;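 active = inhibition above the mean over all tested compounds plus 3 SD, cut at about 21% in these data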;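 also: 0% = DMSO only wells and 100% = clavulanate BLA inhibitor control wells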
Target sequence (Q99836 whole entry, looked up): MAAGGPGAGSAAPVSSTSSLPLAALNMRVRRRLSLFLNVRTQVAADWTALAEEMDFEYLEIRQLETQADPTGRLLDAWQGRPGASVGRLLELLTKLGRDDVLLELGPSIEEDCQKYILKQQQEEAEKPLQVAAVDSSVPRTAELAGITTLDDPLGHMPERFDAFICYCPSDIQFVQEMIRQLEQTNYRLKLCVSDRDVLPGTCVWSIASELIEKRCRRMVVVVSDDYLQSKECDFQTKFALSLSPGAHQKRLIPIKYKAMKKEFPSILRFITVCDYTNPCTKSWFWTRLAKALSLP
Target sequence (Q9NR96 whole entry, looked up): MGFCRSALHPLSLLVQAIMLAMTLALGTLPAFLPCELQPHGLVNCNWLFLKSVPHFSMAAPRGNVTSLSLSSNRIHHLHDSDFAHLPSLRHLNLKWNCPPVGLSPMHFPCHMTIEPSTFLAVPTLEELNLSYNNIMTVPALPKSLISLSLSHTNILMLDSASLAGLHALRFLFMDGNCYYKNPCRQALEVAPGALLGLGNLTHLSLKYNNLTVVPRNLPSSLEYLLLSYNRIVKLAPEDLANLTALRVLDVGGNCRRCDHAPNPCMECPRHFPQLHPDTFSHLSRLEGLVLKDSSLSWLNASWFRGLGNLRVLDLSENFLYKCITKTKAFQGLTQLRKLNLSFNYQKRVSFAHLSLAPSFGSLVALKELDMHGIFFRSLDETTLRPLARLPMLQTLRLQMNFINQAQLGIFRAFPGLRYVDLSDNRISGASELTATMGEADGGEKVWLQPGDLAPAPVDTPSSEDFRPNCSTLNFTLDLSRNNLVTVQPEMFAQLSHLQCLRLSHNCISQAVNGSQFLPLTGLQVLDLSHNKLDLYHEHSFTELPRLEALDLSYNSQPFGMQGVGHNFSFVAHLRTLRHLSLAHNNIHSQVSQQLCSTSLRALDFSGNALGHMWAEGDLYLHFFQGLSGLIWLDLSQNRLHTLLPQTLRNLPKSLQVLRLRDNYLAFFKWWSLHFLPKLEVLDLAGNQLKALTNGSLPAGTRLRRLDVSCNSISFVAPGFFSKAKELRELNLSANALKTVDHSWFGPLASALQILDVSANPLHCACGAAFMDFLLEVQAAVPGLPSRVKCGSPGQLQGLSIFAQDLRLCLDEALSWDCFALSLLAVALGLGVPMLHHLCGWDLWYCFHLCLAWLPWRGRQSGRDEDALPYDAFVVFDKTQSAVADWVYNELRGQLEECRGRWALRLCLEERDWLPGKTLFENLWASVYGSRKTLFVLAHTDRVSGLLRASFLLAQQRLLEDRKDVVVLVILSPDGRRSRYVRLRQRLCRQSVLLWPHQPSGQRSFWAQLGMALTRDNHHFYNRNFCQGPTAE
TRAIL sens C8 = viability loss with TRAIL in NB7+C8 cells, primary screen, TRAIL sensitizer project, cell-based, ATPlite luminescence. 360,000 compounds, 1% hits. inhibition (viability loss, TRAIL sensitization), % at 10 µM;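 active = compounds causing at least 50% loss of cell viability in the single-dose screen, relative to plate controls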
NCOA2 inhibitor = inhibition of GAL4-SRC2 driven luciferase reporter, primary screen, SRC2 inhibitor project, cell-based, luminescence; 370,000 compounds, 0.17% hits; inhibition, % at 9 µM; HEK293 GAL4-SRC2 luciferase reporter; Nuclear receptor coactivator 2 (Homo sapiens), Q15596;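 active = inhibition above the mean inhibition of all tested compounds plus 3 SD, set per campaign, cut at about 52% in these data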;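 also: 0% = DMSO treated cells and 100% = cells given Gossypol at 36 µM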
Numbers without * were called inactive; x = not tested or not shown. This is a subset. The share of hits here may be higher or lower than overall.

SMILES	NCOA1 inh	COUP-TFII inh	TROY signal inh	NOD2 RIPK2 PPI	EBV LMP1 NFkB	NCOA3 inh	TWEAK-Fn14 inh	LRH-1 inv ag	TLR9-MyD88 inh	TRAIL sens C8	NCOA2 inhibitor
COc1ccc(-c2nn(-c3ccccc3)cc2C(=O)NC2CCCCC2C)cc1 (configuration not stated)	-18	8	-10	-6	3	-14	-22	19	6	2	-10
C/C(=N\Nc1ccc(C#N)cc1[N+](=O)[O-])c1ccc(C)o1	-4	-11	-10	-7	x	4	-11	14	x	-27	8
C=CCC[C@H](Cc1ccc(F)cc1)C(=O)O[C@H](CNC(=O)[C@@H](CC=C)CC(=O)N(CCO)Cc1ccccc1)c1ccccc1	10	14	26	-2	14	12	26	11	-10	13	-13
O=C(COc1ccc2ccccc2c1Br)Nn1cnnc1	5	-5	-2	-11	-3	2	6	9	-2	4	-1
N#CC1(NC(=O)COC(=O)CN2C(=O)c3ccccc3C2=O)CCCCC1	-14	-9	-27	-8	-11	6	4	-2	-12	3	-11
COc1ccc(C2=Nn3c(nnc3-c3ccccc3Cl)SC2)cc1OC1CCOC1 (configuration not stated)	-31	-4	-34	0	11	-47	-44	15	-5	23	-52
COc1ccc(/C=N/NC(=O)C2c3ccccc3-c3ccccc32)cc1	8	-3	-1	-18	-9	9	11	1	3	19	14
Cc1cc(=O)[nH]c2ccc(S(=O)(=O)Nc3ccccc3)cc12	12	-28	1	-9	12	20	0	20	-4	-1	-38
CCOc1ccc2oc(C(=O)N3CCN(c4ccccn4)CC3)c(C)c2c1	-14	12	-21	3	0	5	-7	-20	-7	8	-15
COc1ccc(CN2C[C@@H](CO)O[C@@H](n3cnc4c(N5CCN(C)CC5)ncnc43)C2)cc1	3	19	-8	-10	x	0	3	4	x	8	-18
CCN1C[C@@H]2[C@@H]3C(=O)N(Cc4ccccc4)C(=O)[C@@H]3[C@](C)(C(=O)OC)N2C1=NC1CCCCC1	11	-3	-13	0	-8	3	5	5	-7	5	-1
CCn1c(=O)c(C(=O)NNC(=O)c2ccccc2Br)c(O)c2ccccc21	12	-9	23	0	1	11	-12	9	1	17	-31
CN(C)C(=O)c1cc(C(=O)c2ccccc2Cl)c[nH]1	-40	7	-9	-3	-4	-9	-2	-17	-9	1	-16
CC1CCCC(NC(=O)c2cc(S(=O)(=O)N3CCOCC3)ccc2F)C1C (configuration not stated)	13	-12	-17	0	1	-16	-12	-2	-3	12	-41
O=C(Cc1ccc(Br)cc1)NC1CCN(Cc2ccccc2)CC1	-29	2	0	4	5	14	13	3	3	10	1
O=C(CCN1C(=O)/C(=C\c2ccccc2F)SC1=S)N1CCOCC1	-4	10	-6	-11	8	7	-23	9	0	22	-17
COc1sc(SC)cc1/C=N/NC(=O)c1ccncc1	-30	11	12	-1	-4	-13	20	-2	-5	-5	18
CN(C)CCCNC(=O)c1cc(C(=O)Cc2ccccc2)c[nH]1	-3	15	-2	2	-2	1	7	1	7	-12	25
CCCNC(=O)NC(=O)COC(=O)c1ccc(S(=O)(=O)N(C)c2ccccc2OC)cc1	-8	5	11	5	6	-3	3	0	12	3	5
O=S(=O)(c1ccccc1)c1ncc(C(F)(F)F)cc1O	8	5	-1	2	-31	7	1	-8	1	7	28
CCN(c1ccccc1)S(=O)(=O)c1ccc(Cl)c(NC(=O)CNCc2ccccc2OC)c1	7	8	21	9	8	11	28	16	-9	3	-12
Cc1ccc(C2=NS(=O)(=O)N(C)C(C(=O)NCc3ccccc3)=C2)cc1	3	5	2	7	2	-11	5	12	-1	-11	1
O=C(NCC1CCCO1)C1CCCCN1S(=O)(=O)c1ccc(F)cc1 (configuration not stated)	-1	2	-13	-9	-3	-2	1	2	-6	-13	2
CN(C)c1ccc(/C=N/NC(=O)c2ccccc2O)o1	-14	18	1	13	-5	-1	-9	3	0	2	15
O=C(NCc1cccnc1)c1cc(S(=O)(=O)N2CCCC2)c(Cl)cc1Cl	-15	3	3	-5	4	6	14	-8	-7	-10	3
CCCC(=O)N1CCC1(C)C(=O)NS(=O)(=O)c1cccc(F)c1 (configuration not stated)	6	-10	18	-8	x	6	-1	10	x	-8	-36
O=C1CCCCc2cc(O)c(O)cc21	7	0	-8	-3	2	-23	-15	-3	6	14	-13
COCCNc1nnc(SC(C)C(=O)Nc2c(C)n(C)n(-c3ccccc3)c2=O)s1 (configuration not stated)	24	-10	-3	-1	-2	15	-3	3	0	-10	32
COc1cc(OC)cc(C(=O)NCc2n[nH]c(=S)n2-c2ccccc2OC)c1	-4	2	-2	-14	-27	4	-10	-4	-9	3	20
CC(=O)NCCc1c(C)n(Cc2ccccc2)c2ccccc12	4	-3	3	0	2	-1	-2	-2	8	-4	2
COc1cc(C(=O)Oc2c(OC)cc(C(=S)N3CCOCC3)cc2OC)cc(OC)c1OC	-1	0	4	5	5	5	-13	23	2	2	-9
COc1cc(OC)cc(C(=O)N2CCN(C(=O)c3ccc(-c4ccccc4)cc3)CC2)c1	2	4	-6	4	4	-4	-11	2	3	9	8
CC(C)(C)C(=O)/C=c1\[nH]c(=O)/c(=C\c2ccc(C#N)cc2)s1	-11	12	7	1	4	-13	3	9	1	19	-41
CCOC(=O)C1CCN(C(c2cccnc2)c2c(NC(=O)c3ccco3)sc(C)c2C)CC1 (configuration not stated)	8	70*	11	0	3	6	0	41	0	10	14
COCCn1c(N)c(C(=O)OCc2ccccc2)c2nc3ccccc3nc21	-5	19	4	9	15	7	17	24	2	5	1
c1ccc(-c2ncc3ccccn23)cc1	-14	-17	-23	0	-11	-22	23	-17	7	2	-13
O=C(COC(=O)c1ccc(F)cc1)Nc1cc(S(=O)(=O)N2CCOCC2)ccc1N1CCCC1	-7	5	-1	-14	-2	5	-3	-1	12	1	-7
O=C(CC(O)(c1ccccc1)C(F)(F)C(F)F)c1cccs1 (configuration not stated)	1	5	-16	0	-8	10	-17	-9	5	-7	-13
CCOc1ccccc1NC(=O)CSc1nc(=O)n(Cc2ccncc2)c2c1CCC2	7	-14	-12	2	1	-29	12	-16	3	-1	4
COc1ccccc1NC(=O)Nc1nn(C)c2cccc(OC)c12	4	8	-7	1	8	5	-7	17	-2	-12	22
CC1(C)OC(=O)C(=NNc2ccc(Cl)cc2)C(=O)O1	-15	20	-70	-8	-1	9	-22	19	5	7	-45
Cc1sc2nc(C)n(/N=C/c3ccccc3)c(=O)c2c1C	15	9	-14	-1	7	4	0	11	1	13	-36
CN(C(=O)COC(=O)c1cc(Br)c(Br)s1)C1CCS(=O)(=O)C1 (configuration not stated)	3	-6	-16	-20	3	9	-8	-20	4	4	-3
Cc1cc(=O)oc2c3c(cc(OCC(=O)N4CCC[C@H]4C(=O)O)c12)OC(C)(C)CC3	-10	6	-6	-4	2	15	29	1	4	2	-3
COC(=O)c1ccc(N2CCOCC2)c(NC(=O)c2cccnc2)c1	0	-10	-27	-16	1	-9	5	16	-6	-15	-2
COc1cc(CNCc2ccccc2)cc(Cl)c1OC	2	2	-8	-6	4	17	-11	5	-7	7	-2
O=C(Cc1coc2ccc3ccccc3c12)NCc1cccs1	-8	-9	-39	7	-6	-1	12	-29	0	27	5
CCN(C(=O)COC(=O)c1cc(=O)[nH]c2ccccc12)c1c(N)n(Cc2ccccc2)c(=O)[nH]c1=O	9	-2	5	-9	-7	4	5	-8	7	-45	-6
Cc1cc(S(=O)(=O)N2CCOCC2)ccc1OCC(=O)N1CCCC1	6	1	-26	-2	1	-4	7	1	-8	-5	6
CN1C(=O)NC(c2ccccc2)C2=C1CN(CCc1ccccc1)C2=O (configuration not stated)	5	1	-9	-6	-10	-6	-11	-14	4	-9	-34
O=C1C2CCCN2C(=O)N1CCCCN1CCN(CCO)CC1 (configuration not stated)	-2	-1	11	-14	4	9	-6	17	8	4	4
COc1c(OC(C)=O)ccc(/C=C/c2ccc3cccc(OCc4ccccc4)c3n2)c1[N+](=O)[O-]	-59	-35	12	-4	-38	-43	31	-89	-1	49*	-77
CCOc1ccc(C(=O)N(CC)CC(=O)Nc2ccc3c(c2)OCCO3)cc1	-56	-35	-18	2	-10	-76	-13	-54	-7	33	-73
Cc1c(NC(=O)c2cc(-c3ccc(Br)cc3)on2)c(=O)n(-c2ccccc2)n1C	5	-15	12	3	10	-7	11	2	-4	-8	19
Cc1cccc(N(CC(=O)NCc2ccccc2)C(=O)Cn2nnc(-c3ccc(C)o3)n2)c1	-23	10	20	0	-4	15	-4	26	-7	1	-3
COc1ccc(-c2cccc(NC(=O)COc3ccc(Cl)cc3)c2)nn1	-9	x	-4	-9	x	5	-18	-15	-7	1	x
COc1ccc(CNC(=O)CN2C(=O)NC3(CCCCCCC3)C2=O)cc1	4	6	6	0	3	-4	1	-30	7	0	-8
Cc1ccc(C(=O)N2CCCC(CCC(=O)NCc3ccc(F)c(F)c3)C2)cn1 (configuration not stated)	-11	-28	-51	1	1	-22	3	-12	-9	6	-2
CC(C)COC(=O)C(C#N)c1nc2ccccc2nc1N1CCN(Cc2ccccc2)CC1 (configuration not stated)	-28	-10	-12	1	6	15	3	12	-4	6	-13
S=C(Nc1ccc(Br)cc1)N1CCN(c2ccccn2)CC1	-4	-3	-5	-8	5	1	19	-11	-3	-5	-32
Next part:
SMILES	NCOA1 inh	COUP-TFII inh	TROY signal inh	NOD2 RIPK2 PPI	EBV LMP1 NFkB	NCOA3 inh	TWEAK-Fn14 inh	LRH-1 inv ag	TLR9-MyD88 inh	TRAIL sens C8	NCOA2 inhibitor
COC(=O)[C@@H]1CCCN1Cc1c(C(=O)N2CCOCC2)nc2c(C)cccn12	1	-5	6	4	0	2	-1	27	0	-7	1
COc1ccc(/C=N/NC(=O)c2nnn(-c3nonc3N)c2-c2cccs2)c(OC)c1	-9	-14	-7	-2	-7	4	-30	10	16	-26	10
Cc1ccc2c(C)c(C(=O)N(Cc3ccc(F)cc3)C3CCS(=O)(=O)C3)oc2c1 (configuration not stated)	-12	-6	-16	0	-1	-24	-15	28	11	-1	6
COCCNc1nnc(Cc2ccccc2)c(=O)[nH]1	5	4	11	-5	-6	-4	2	15	1	-14	-39
CCOC(=O)[C@]12CCC=C1N(Cc1ccc(Cl)cc1Cl)C(=O)[C@H](CC(=O)N1CCCCC1)C2	x	5	-11	8	x	x	2	13	x	3	8
COc1cc(/C=C2\SC(=N)N(c3ccc4c(c3)OCO4)C2=O)cc(OC)c1O	-21	-14	13	-6	4	6	-34	9	4	-5	-15
